# KDM5B inhibitor – blocks human KDM5B histone demethylase activity | actives 2.6% (n = 220,000) | Q9UGL1 | AID 1347165 | Potency, µM (series often up to 57.7 µM), inactives show top-dose activity change, negative = inhibition, usual class: inhibitors | KDM5B demethylase, FDH-coupled NADH fluorescence (FDH is formaldehyde dehydrogenase); active = well fitted inhibition curve with a large enough effect; inconclusive = small, poorly fitted or top-dose-only effect; inactive = no such curve, though single readings can be large or run the other way; note: 0% is about no effect; nearly all actives have a fitted effect of over 70% in size
#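 Compound dilutions met 200 nM (final) KDM5BΔAP for 10 min at room temperature before substrate addition. The substrate mix held 12.5 µM H3K4me3 with cofactors 25 µM α-ketoglutarate and 50 µM Fe²⁺. NADH signal gain over 30 min defined activity.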
# Active calls of the source: *; i = inactive; ? = inconclusive; [ ] = remark or other dose. Potency is the fitted concentration of half-maximal effect.
SMILES	KDM5B inhibitor
O=C(O)c1ccc(CN[C@@H]2CO[C@H](CNS(=O)(=O)c3ccccc3)[C@H]2O)cc1	-14%[86.2 µM]
Cc1ccc(-c2nc(C)c(CCNS(=O)(=O)c3ccccc3F)s2)cc1	?
Fc1ccccc1OCc1nc2ccccc2n1C(F)F	30%
c1ccc(-c2ccc(CNCc3ccco3)cc2)cc1	6%
Cc1ccc2nc3n(c2c1)[C@@H](CNCc1ccc(C#N)cc1)COC3	-19%[86.2 µM]
CC(C)NC(=O)c1nc(-c2cc(Cl)cc(Cl)c2)c2ccccn12	?
CCc1nc2ccccc2c(C(=O)OCC(=O)NC2(C#N)CCCC2)c1C	-12%
O=C(OCC(=O)N(Cc1ccccc1)Cc1ccccc1)c1ccc2ccccc2n1	26%
CC(C)Cn1nc(C(=O)Nc2ccc3c(c2)CCC3)c2ccccc2c1=O	-10%
CCc1cc(N2CCCC(C(=O)c3sccc3C)C2)ncn1 (centres undefined)	0%
O=C(NCC1CCOCC1)Nc1c(F)cccc1F	10%
N#Cc1nc(COc2ccc(F)cc2)oc1NCc1cccnc1	9%
CC1CCN(CC(C)OC(=O)c2cccs2)CC1 (centres undefined)	-10%
O=S(=O)(c1ccc(Br)cc1)N1CCC(n2cnnc2C2CC2)CC1	11%
CC(C(=O)OCC(=O)c1ccc(Br)cc1)N1C(=O)C2C3CCC(C3)C2C1=O (centres undefined)	24%
COc1ccc(OC)c(CNS(=O)(=O)c2c(C(=O)N3CCCCCC3)c(C)n(C)c2C)c1	18%
Cc1ccc(-c2ccc3nnc(CNC(=O)Cc4ccsc4)n3n2)cc1C	?
O=C(NC1CCCCCC1)c1cc2c(F)cccc2s1	-15%
O=C(C[C@@H]1C[C@H]2O[C@H](CNC3CCOCC3)[C@@H](O)[C@H]2O1)N1CCC(F)(F)C1	1%[86.2 µM]
COc1ccc(C(=O)N2CCC(N3C(=O)CCC3C(=O)NC(C)C)CC2)cc1 (centres undefined)	13%
O=C(NCCc1ccccc1)N1CCCC(Cn2cnc3cccnc32)C1 (centres undefined)	31%
CCCOc1ccc(C(=O)Nc2cccc(-c3nc4ccccc4[nH]3)c2)cc1	i
Cc1ccc(-n2cc(C(=O)c3cc(C)ccc3O)cc(C#N)c2=O)cc1	14%
O=C(Nc1c(F)cccc1F)C12CC3CC(CC(C3)C1)C2	17%
CCCCn1c(SCC(N)=O)nc2c1c(=O)[nH]c(=O)n2C	-2%

# Nothing new here: an excerpt of the list.
SMILES	KDM5B inhibitor
O=C(O)c1ccc(CN[C@@H]2CO[C@H](CNS(=O)(=O)c3ccccc3)[C@H]2O)cc1	-14%[86.2 µM]
Cc1ccc(-c2nc(C)c(CCNS(=O)(=O)c3ccccc3F)s2)cc1	?
Fc1ccccc1OCc1nc2ccccc2n1C(F)F	30%
c1ccc(-c2ccc(CNCc3ccco3)cc2)cc1	6%
Cc1ccc2nc3n(c2c1)[C@@H](CNCc1ccc(C#N)cc1)COC3	-19%[86.2 µM]

# Additional results
SMILES	KDM5B inhibitor
CC(C)CC(O)C(=O)N1CCC(n2nccc2NC(=O)c2ccccc2)CC1 (centres undefined)	13%
O=C(NNC(=S)NC1CC2CCC1C2)C1CC1 (centres undefined)	33%[activator]
O=C(CSc1nc(-c2ccccc2)nc2c1CCCC2)c1ccc(Cl)cc1	8%
Cc1cc2cc(NS(=O)(=O)c3ccc(C)c(C)c3)ccc2[nH]1	-15%
COc1ccc2c(c1OC)C(=O)N1C2SC(C)(C)[C@H]1C(=O)NCCCOC(C)C (some centres undefined)	?
COC1CN(C2CCN(C(=O)c3sc(C)nc3C)CC2)C12CCOCC2 (centres undefined)	6%
Cc1noc(C)c1-c1cc(-c2cncnc2)cn2cncc12	-17%[115 µM]
Cc1occc1C(=O)Nc1c(Cl)cccc1Cl	7%
COc1cccc(CNC(=O)CSc2n[nH]c(-c3ccccc3Cl)n2)c1	-7%
CCOc1ccc(OCC)c(NC(=O)c2cc(CN3CCOCC3)on2)c1	1%
Cc1ccccc1-c1noc(-c2cccnc2N2CCN(c3ccccc3)CC2)n1	-29%
Cc1ccc(Nc2nc(-c3ccc(F)cc3)cs2)cc1	-29%
Cc1cnc(C(=O)NCCc2ncc(C)n2C2CC2)cn1	-37%
COc1ccc(-c2cc(N3CCCC(NC(=O)c4ccsc4)C3)n[nH]2)cc1 (centres undefined)	-26%
CC(C)NC(=O)c1cc(-c2ccc([S+](C)(=O)[O-])cc2)c2cccn2n1	4%[115 µM]
COc1cc(NC(=O)COC(=O)c2ccc3c(c2)NC(=O)CS3)c(C)cc1[N+](=O)[O-]	18%
Cc1ccc(-c2nnc3ccc(NCCc4ccccc4)nn23)nc1	?
CC(C)c1cc(C(=O)Nc2ccc(C(N)=O)cc2)c2ccccc2n1	15%
O=C(CCc1nc2ccccc2[nH]1)N1C[C@@H](CO)[C@H](c2ccncc2)C1	32%
CCOC(=O)c1c(C)[nH]c(C)c1S(=O)(=O)N1CCCC(C(=O)Nc2cccc(C)n2)C1 (centres undefined)	?
CC(C)(C)c1ccc(NC(=O)c2cccc(CN3CCCC3=O)c2)cc1	0%
CCNC(=O)N1CCC(Cc2ccc(C(N)=O)cc2)CC1	31%[activator]
CCOc1ccc(NC(=O)C2CCC(CNS(=O)(=O)c3ccc4c(c3)CCCC(=O)N4)CC2)cc1 (centres undefined)	15%
COc1ccc(S(=O)(=O)N2CCC3(CC2)CC(OC)CCO3)cc1 (centres undefined)	-19%
Cc1cc2nc(-c3cccc(NC(=O)c4cc([N+](=O)[O-])ccc4N4CCOCC4)c3)oc2cc1C	-5%
Cc1ccc(N2CCN(S(=O)(=O)c3c(C)[nH]c(=O)[nH]c3=O)CC2C)cc1 (centres undefined)	5%
CN(C)Cc1cc(C[C@@H]2C[C@H](NS(=O)(=O)c3ccc(F)cc3)C2(C)C)no1	3%[86.2 µM]
CCOc1cccc(C2CC(=O)NC3=C2C(=O)CC(C)(C)C3)c1 (centres undefined)	20%
COc1cccc(CNC(=O)c2ncoc2-c2cccc(C)c2)c1OC	?
Cc1nn(CCC#N)c(C)c1[C@@H]1C=C[C@@H](NC(=O)Nc2ccccc2)C1	4%[86.2 µM]
CN(CCNC(=O)c1cn2ccnc(-c3ccccc3)c2n1)C1CCCCC1	?
Cc1nc(N2CCCC(Cn3ccnc3)C2)c2sccc2n1 (centres undefined)	-25%
CN(C)C(=O)c1nc(-c2ccc(Cl)cc2)c2ccccn12	8.9µM*
O=C(CCc1ncc(-c2ccc(F)cc2F)o1)Nc1cc(F)cc(F)c1	-7%
Cc1cc(C2CC(C(=O)NCc3ccco3)CN(C(=O)c3ccccc3)C2)ccc1F (centres undefined)	?
CCOc1ccccc1NC(=O)Cn1c(N2CCC(C)CC2)nc(C)cc1=O	?
Cc1ccc(Cn2c(=O)n(CCCCC(=O)NCc3ccccc3Cl)c(=O)c3ccccc32)cc1	-7%
COc1ccccc1CN1CC2(C1)C(=O)N(Cc1ccccc1)C(=O)[C@@H]1C[C@@H](O)CN12	-18%[86.2 µM]
Cc1ccc(NC(=O)c2cc3c(N4CCSCC4)nc(C)cn3n2)cc1	35µM*
CN(C)[C@@H]1CN(C(=O)CN2CCCCCC2)CC[C@@H]1CO	-38%
Cc1ccc2c(n1)N(C)[C@H](CO)CCN(Cc1ccccc1F)C2	?
O=C(CSc1nc(=O)n(Cc2ccccn2)c2c1CCC2)NC1CCCC1	-8%
CCCCCn1c(N2CCOCC2)nc2c1c(=O)[nH]c(=O)n2C	-4%
COc1ccc(N(CN2C(=O)C3CCCCC3C2=O)C(=O)c2ccco2)cc1 (centres undefined)	7%
C=C(C)COc1ccc2c(=O)c(Oc3ccc(C(=O)OCC)cc3)c(C)oc2c1	-2%
O=C(CN1CCCc2nc(C3CC3)ncc2C1=O)NCc1ccc(OC(F)(F)F)cc1	-34%
O=C(c1ccsc1)N1CCC2(CC1)CC(N(C(=O)c1ccccc1)C1CC1)CCO2 (centres undefined)	-6%
CCN(C(=O)CSc1nc(CN2CCOCC2)nc2ccccc12)C1CCS(=O)(=O)C1 (centres undefined)	5%
O=C(Nc1ccccn1)c1cc(-c2cccs2)nc2ccccc12	?
Cn1nc(CC(=O)Nc2ccc(F)cc2Cl)c2ccccc2c1=O	20%

# (next part)
SMILES	KDM5B inhibitor
COCCNCc1ccc(-c2cccc(Cl)c2)o1	-18%
CC(C)CC(=O)Nc1ccc2nc(SCC(=O)N3CCOCC3)sc2c1	-60%
CCS(=O)(=O)N(C1CC1)C1CCOC2(CCN(C(=O)NCc3ccccc3)CC2)C1 (centres undefined)	5%
CCN1CCN(C(=O)c2cnn(-c3ccc(F)cc3F)c2C2CCN(C(=O)OC(C)(C)C)CC2)CC1	-14%
COc1ccc(C)cc1NC(=O)Cn1nc(-c2cccs2)oc1=O	-17%
COc1cccc(-c2nc(N3CCCCC3)ncc2C(=O)O)c1	?
Cc1noc(C2CC3(CCN(C(=O)Cc4cccc(F)c4)CC3)CN2C)n1 (centres undefined)	5%
CCn1c(=O)c2cc(C(=O)N(C)c3ccc(OC)cc3OC)sc2c2ccccc21	-11%
CCCOc1cccc(NC(=O)c2c(-c3ccccc3Cl)noc2C)c1	-9%
O=C1CC(c2ccccc2)N(C(=O)C2CC2)CCCN(C(=O)CCc2c[nH]c3ccccc23)CCN1 (centres undefined)	-14%
CCOc1ccccc1C(=O)Nc1ccc(S(=O)(=O)N2CCCCC2c2cccnc2)cc1 (centres undefined)	?
CCOC(=O)Cc1ccc(NC(=O)Nc2c[nH]c(=O)[nH]c2=O)cc1	?
COC(=O)c1ccccc1NC(=O)/C(C#N)=C/c1ccc(C)o1	22%
CCOc1ccc(-c2cc(C(=O)NCCCN3CCN(C)CC3)c3ccccc3n2)cc1	?
CN(Cc1ccccc1)c1ncnc2c1CCN(C(=O)C1CCC1)CC2	32%
COc1ccc(-c2nc3nc(C)cc(Nc4ccc(C(C)=O)cc4)n3n2)cc1	?
O=C(COC(=O)c1cc(=O)c2ccccc2o1)NCc1ccccc1	-5%
O=C(NCCOc1ccccc1)c1cnc2n1CCN(Cc1cccs1)CC2	-16%[86.2 µM]
CCSc1nc2c(c(=O)[nH]1)C(C(=O)Nc1cccc(Cl)c1)CC(=O)N2 (centres undefined)	10%
CCC(C(=O)NC(CC(=O)O)c1ccc(Cl)cc1)c1ccccc1 (centres undefined)	29%
COCCn1c(SCc2nnc(C)o2)nc2sc(C)c(C)c2c1=O	-6%
O=C(NCCSc1c(-c2ccc(Cl)cc2)[nH]c2ccccc12)c1ccc(S(=O)(=O)N2CCOCC2)cc1	-10%
CCN1CCN(c2nc3c(c(=O)[nH]c(=O)n3C)n2CCCc2ccccc2)CC1	16%
O=C(CCc1c[nH]c2ccccc12)Nc1ccccc1OC(F)F	-14%
O=C1NCc2ccccc2CC12CCN(Cc1ccccc1F)CC2	37%[activator][149 µM]

# A different layout for 2 compounds above.
KDM5B inhibitor	mol
-10%	O=C(NCCSc1c(-c2ccc(Cl)cc2)[nH]c2ccccc12)c1ccc(S(=O)(=O)N2CCOCC2)cc1
16%	CCN1CCN(c2nc3c(c(=O)[nH]c(=O)n3C)n2CCCc2ccccc2)CC1

# Additional results.
SMILES	KDM5B inhibitor
CCN(CC)C(=O)Cn1c(C)ccc(NS(=O)(=O)c2ccc(OC)cc2)c1=O	-9%
COc1cc(S(=O)(=O)N2CCC(C(N)=O)CC2)c(C)cc1Br	19%
Cc1cccc(NC(=O)Cn2cc(S(=O)(=O)Cc3ccccc3Cl)c3ccccc32)c1	-11%
CC(C)C(=O)N1c2ncnn2C2(CCCCC2)[C@@H]2CCCC[C@@H]21	?
Cc1ccc2nc(C(C)NC(=O)c3cnc(-c4ccccn4)[nH]c3=O)[nH]c2c1 (centres undefined)	?
Cn1c(=O)c2c(ncn2CCCC(=O)Nc2ccc(N3CCCC3=O)cc2)n(C)c1=O	11%
Fc1ccccc1-c1noc(N2CCOCC2)n1	3%
Cn1c(=O)c2c(nc(NCCCN3CCOCC3)n2Cc2ccc(Cl)cc2)n(C)c1=O	5%
CCCCNC(=S)NN	8%
Cc1cc2c(c(=O)o1)C(CCC1CCCCC1)C(C#N)=C(N)O2 (centres undefined)	-1%
O=C(N1CCN([S+](=O)([O-])Cc2ccccc2F)CC1)N1CC2CC(C1)[C@H]1CCCC(=O)N1C2 (some centres undefined)	-9%
Cc1ccc(-c2nc3n(n2)C(=O)CC(c2ccc(Cl)cc2)S3)cc1 (centres undefined)	-12%
O=C(C1CC1)N1CCC(OC2CCN(Cc3cccnc3)CC2)CC1	18%
O=C(NCc1cccs1)c1nc(-c2cccnc2)c2ccccn12	i
Nc1nccnc1C(=O)NCCSCc1cccs1	?
CC12CCC(C(=O)NNC(=O)c3ccccc3)(OC1=O)C2(C)C (centres undefined)	13%
COc1ccccc1C(=O)N1CC(Oc2ccc3c(c2)OCO3)C1	-12%[149 µM]
COc1ccc(Cl)cc1NC(=O)CCC1CCCN(S(=O)(=O)C2CC2)C1 (centres undefined)	8%
Cc1cccc(N2CCN(C(=O)c3cnn(-c4cccc(Cl)c4C)c3C3CCNCC3)CC2)c1C	?
CCN(CC)C(=S)SCC(=O)NCC(=O)Nc1c(C)cc(C)cc1C	25%
Cc1c2cnn(CC(=O)N3CCN(c4ccc(F)cc4)CC3)c(=O)c2c(C)n1Cc1ccccc1F	3%
CN(C(=O)NCc1ccccc1)C1CCc2nn(CC3CC3)c(=O)n2CC1 (centres undefined)	-28%

# Screening data from PubChem.

# These rows are one share of the data; the hit share may differ from the screen's.
